miR-122 sensor = miR-122 Renilla sensor signal increase in Huh7, primary screen, miR-122 inhibitor project, cell-based, single point, plate reader; AID 602342, 2012; 340,000 tested, 0.3% active; activation (reporter increase), % at 12.5 µM; Huh7 miR-122 Renilla luciferase sensor, 48 h; neutral wells = 0, positive control = 100;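 active means mean replicate activation score at least 90 and every replicate individually at or above 90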;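 further: higher luciferase means less miR-122 activity so hits act as miR-122 inhibitors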
* marks the source's active call; other numbers are inactive results. Some of the compounds tested (hit frequency here may not be typical).

SMILES	miR-122 sensor
COc1ccccc1CNC(=O)COc1ccccc1OC	7
COCCn1c(-c2ccc(Cl)cc2)cnc1SCC(=O)NCc1cccs1	11
COc1ccc(Cn2c(SCc3cc(C)ccc3C)nc3cc(OC)c(OC)cc3c2=N)cc1	-4
COC(=O)NNC(=O)c1ccccc1C	-6
CCCCCCC1CC(CSC(=N)N)OC1=O (configuration not stated)	2
CC(C)OCCCNC(=O)CN1CCN(Cc2ccccc2Cl)C1=O	-5
S=c1[nH]nc(-c2ccc3ccccc3n2)o1	-2
O=C(COC(=O)c1ccccn1)Nc1ccc(S(=O)(=O)N2CCOCC2)cc1	6
O=C(Cn1cccc1)Nc1ccc(F)cc1F	-2
CCOc1ccc(C(=O)Nc2cc(-c3nc4ccccc4[nH]3)ccc2C)cc1[N+](=O)[O-]	1
O=C(NC1CCCC1)c1cccc(S(=O)(=O)N2CCCCC2)c1	21
Cc1cc(C(=O)Nn2cnnc2)cs1	-4
CCCS(=O)(=O)N1CCC(C(=O)NCCN(CC)c2ccccc2)CC1	2
O=C(N1CCOCC1)N(CCN1CCOCC1)Cc1cccc(Cl)c1	-1
CCOC(=O)C1=NNC2(c3ccc(Cl)cc3)C(=O)N(c3cc(C)cc(C)c3)C(=O)C12 (configuration not stated)	0
CCOc1ccc(-n2c(N)c(-c3nc4ccccc4[nH]3)sc2=S)cc1	-3
CC(=O)OCC1OC(OC2C[C@]3(C)C(CC(O)C4C([C@](C)(CCC=C(C)C)OC5OC(CO)C(O)C(O)C5O)CC[C@]43C)[C@@]3(C)CCC(O)C(C)(C)C23)C(O[C@@H]2OC(C)C(O)C(O)C2O)C(O)C1O (some centres not stated)	-4
Cc1ccc2nc(SC(C)C(=O)N3CCCC3)[nH]c2c1 (configuration not stated)	4
CC(C)(C)c1csc(NC(=O)c2ccc(Cl)s2)n1	-11
O=C(CSc1nc2ccccc2nc1SCC(=O)N1CCOCC1)N1CCOCC1	-4
Cc1cc(C(=O)NC2CCCc3ccccc32)c(C)o1 (configuration not stated)	2
COc1ccc(CN2C(=O)CN=C2Nc2ccc(C)cc2C)cc1	-5
CCc1nc(NCCN2CCOCC2)c2oc3ccccc3c2n1	2
O=C(CCC1COc2ccccc2O1)Nc1ncccc1O (configuration not stated)	-4
O=C(Oc1ccc(Br)cc1C(=S)N1CCCCC1)c1cc([N+](=O)[O-])cc([N+](=O)[O-])c1	41
COC(=O)CSc1nc(-c2ccc(F)cc2)cc(C(F)(F)F)n1	-2
O=C(Nc1cc(C(F)(F)F)ccc1N1CCOCC1)c1cccnc1Cl	16
CCOC(=O)C(NC(=O)c1ccccc1)(N1CCOCC1)C(F)(F)F (configuration not stated)	-7
Cc1ccc(CC(=O)OCCNC(=O)c2cccnc2)cc1	-7
COc1cccc(C(O)c2nc3ccccc3n2C(C)C)c1 (configuration not stated)	-1
N#Cc1nc(-c2ccc(OCc3ccccc3)cc2)oc1N1CCC(C(N)=O)CC1	-1
Cc1ccc(CSc2ncnc3c2cnn3Cc2ccccc2)cc1C	-3
COC(=O)C(Cc1ccccc1)NC(=O)COc1ccc(C(C)(C)C)cc1 (configuration not stated)	3
CN(c1ccc(C(=O)Nc2cccnc2)cc1)S(C)(=O)=O	-9
C=CCN(C(=O)Nc1ccc2oc(C)nc2c1)c1ccccc1	0
Cc1nn(Cc2ccccc2)c(N)c1-c1ccccc1	-4
COc1cc(OC)cc(-c2nnc(SCC(=O)N3CCCc4ccccc43)o2)c1	1
CNc1oc(Cc2cccc3ccccc23)nc1C#N	-2
Cc1cc(OCCSc2nnc(-c3cccs3)n2C)ccc1Cl	18
Cn1cnnc1SCC(=O)Nc1ccccc1Sc1ccccc1	-4
Cc1c(/C=N/N=C2\CCC3C4CCc5cc(O)ccc5C4CCC23C)cnn1C (configuration not stated)	7
O=C(CN1CCN(S(=O)(=O)c2ccc(F)cc2)CC1)Nc1ccccc1F	-8
CC1Oc2ccccc2N(CC(=O)NCCN2CCOCC2)C1=O (configuration not stated)	-2
Cc1nnc2sc(-c3ccc(-c4ccc(Cl)c(C(F)(F)F)c4)o3)nn12	3
CCCOCC1CC2(CC(C)(c3csc(N)n3)OC2=O)C(=O)O1 (configuration not stated)	1
Cc1sc2ncnc(N3CCOCC3)c2c1C	-2
CCOC(=O)Cn1nc(/C=C/c2ccc(C(C)C)cc2)ccc1=O	7
Cc1nc(Sc2nnnn2C)c2c3c(sc2n1)CCC3	-3
Cc1ccc(S(=O)(=O)N(C)Cc2ccc(-c3nnc4n3CCC4)cc2)cc1	5
COc1ccc2nc3oc(C(=O)NCc4cccs4)cc3cc2c1	7
CC1Cc2nc(SCC(=O)Nc3ccc4c(c3)OCCO4)n(C)c(=O)c2S1 (configuration not stated)	-9
CCCCOc1ccc(NC(=O)CSc2nnnn2C)cc1	-3
O=C(NCCc1ccncc1)C12CC3CC(CC(C3)C1)C2	20
COc1ccc(-c2csc(NC(=O)C3CCCCN3S(=O)(=O)c3ccccc3)n2)cc1 (configuration not stated)	-4
CC1CCCC(C)N1S(=O)(=O)c1ccc(NC(=O)CCn2cnc3ccccc3c2=O)cc1 (configuration not stated)	5
C=CCn1c(=S)[nH]c2sc3c(c2c1=O)CCC3	-5
COc1ccc(OCC(=O)NN2Cc3ccccc3C2=N)cc1	0
CCOCCCNC(=O)/C(C#N)=C/c1cc(Br)c(O)c(Br)c1	51
COC(=O)CCN(c1ccccc1)S(=O)(=O)c1ccc(OC)cc1	-4
O=C(NCC1CCCO1)c1nn2cccnc2c1Cl (configuration not stated)	8
Following part
SMILES	miR-122 sensor
CCN(CC)S(=O)(=O)c1ccc(N(C)Cc2cccnc2)nc1	2
Cc1ccc(-n2nnc3ccccc3c2=O)cc1C	4
CCOC(=O)C(C)n1cnc2sc(C)c(C)c2c1=O (configuration not stated)	-2
Cc1ccc(C(=O)Cn2nnc3ccccc32)cc1	-6
CC(C)C(NC(=O)OCc1ccccc1)C(=O)NCC(=O)OC(C)(C)C (configuration not stated)	-10
CCCn1nc(NC(=O)CC(C)C)c2cc3ccccc3nc21	-2
Cc1ccc(Oc2nnc(-c3ccccc3)cc2C#N)cc1	1
COc1ccc(CN2CCn3ncc(C(=O)Nc4ccc(Cl)cc4Cl)c3C2=O)cc1	-3
CCOc1ccccc1NC(=O)N1CCC(c2nc3ccccc3[nH]2)CC1	-2
Cc1ccc(S(=O)(=O)NC(=O)N2CCCC(C)(C)C2)cc1	-1
N#CCCn1nc(-c2ccccc2)cc1-n1c(C(F)(F)F)nc2ccccc21	23
COC(=O)c1c(NS(C)(=O)=O)sc2c1CCCC2	7
O=C(N/C(=C\c1cccc([N+](=O)[O-])c1)C(=O)N1CCCCC1)c1cccs1	26
O=C1C2C3C=CC(C3)C2C(=O)N1c1n[nH]c(CCc2ccccc2)n1 (configuration not stated)	3
COc1cc(OC)c(NC(=O)CCNS(=O)(=O)c2cc(Br)cnc2N)cc1Cl	11
C#CCOCCOCCOCCNc1nc(N2CCN(C(=O)CCCCCCCCCCNC(=O)[C@@H](CCSC)n3cc(CCO)nn3)CC2)nc(N2CCN(C(=O)CCCCCCCCCCNC(=O)[C@H](CCC(=O)O)n3cc(CCCCCN)nn3)CC2)n1	1
COCCOC(=O)C1=C(C)NC2=C(C(=O)CC(c3cccs3)C2)C1c1ccsc1 (configuration not stated)	16
CC(NC(=O)C1C2C=CC(C2)C1C(=O)O)c1ccccc1 (configuration not stated)	-1
O=C(Nc1cccnc1)c1ccc(COc2ccccc2Br)o1	-4
O=C(Cc1ccccc1)N/N=C/c1cccs1	1
CCOc1ccccc1C(=O)NCCCCCC(=O)O	-6
CCC1C(=O)N(c2nc(C)cc(C)n2)N=C1C (configuration not stated)	-3
CC1CCN(C2=NC(=O)/C(=C/c3cn(-c4ccccc4)nc3-c3cccc(S(=O)(=O)N(C)C)c3)S2)CC1	-6
COc1ccc(CCN(C(=S)Nc2ccccc2)C2CC(=O)N(c3ccccc3)C2=O)cc1 (configuration not stated)	12
CCC(C)Cn1c(C)nc2ccccc21 (configuration not stated)	9
CCOc1ccc(-c2nnn(CC(=O)N3CCCC3)n2)cc1OCC	9
COc1ccc(OCCSc2nc3ccccc3n2CC(=O)O)cc1	-9
Cc1cccc(C)c1OC(=O)CSc1nnc(-c2ccccc2)o1	5
O=C(NC1CCCC1)C1CCC(=O)N1C1CCCC1 (configuration not stated)	0
CC(=O)n1cc(C2C(=O)CCCC2=O)c2ccccc21	5

Three compounds out of the list above, sorted by the value under miR-122 sensor, rising:
| Compound | miR-122 sensor |
| --- | --- |
| COC(=O)CCN(c1ccccc1)S(=O)(=O)c1ccc(OC)cc1 | -4 |
| CNc1oc(Cc2cccc3ccccc23)nc1C#N | -2 |
| COCCOC(=O)C1=C(C)NC2=C(C(=O)CC(c3cccs3)C2)C1c1ccsc1 (configuration not stated) | 16 |

5 entries already listed, arranged by length of the SMILES, low to high:
SMILES	miR-122 sensor
CCC(C)Cn1c(C)nc2ccccc21 (configuration not stated)	9
O=C(Cn1cccc1)Nc1ccc(F)cc1F	-2
Cc1ccc(-n2nnc3ccccc3c2=O)cc1C	4
Cc1ccc(C(=O)Cn2nnc3ccccc32)cc1	-6
CCOC(=O)C1=NNC2(c3ccc(Cl)cc3)C(=O)N(c3cc(C)cc(C)c3)C(=O)C12 (configuration not stated)	0

The list goes on:
SMILES	miR-122 sensor
COc1ccc(C(=O)N/N=C/c2cccc3cccnc23)cc1	1
COc1ccc(C(=O)N2c3ccccc3C(=O)OC2c2ccc3c(c2)OCO3)cc1 (configuration not stated)	-5
CCC(C)Sc1nc2c(c(=O)[nH]c(=O)n2C)n1Cc1ccc(Cl)cc1 (configuration not stated)	-8
c1cncc(-c2nc(-c3ccc4c(c3)OCO4)cs2)c1	8
CCOC(=O)C1CCCN(C(=O)CSc2nccn2C)C1 (configuration not stated)	2
O=C(c1cc2nc(-c3ccccc3)cc(-c3ccccc3)n2n1)N1CCN(C(=O)c2ccco2)CC1	9
CCc1nnc(NC(=O)CSc2nnc(C)n2-c2ccc(C)cc2)s1	2
O=C(c1cc2n(n1)C(C(F)(F)F)CC(c1ccc(F)cc1)N2)N1CCCC1 (configuration not stated)	1
COc1ccc(-c2nnc(N3CCCCC3)c3ccccc23)cc1	7
Cc1ccc(C)c2c(SC(C)C(=O)NCc3ccco3)nc(-c3ccccc3)nc12 (configuration not stated)	1
COc1ccccc1N1CCN(C(=O)COc2ccc(Cl)cc2Br)CC1	4
CCS(=O)(=O)N1CCN(c2c(Cl)cccc2[N+](=O)[O-])CC1	-4
O=C(Nc1ccc(Cl)cn1)c1ccc2ccccc2n1	2
CCc1cccc(CC)c1N(COC)C(=O)Cn1ccccc1=N	-4
O=C(CN1CCN(c2ccccn2)CC1)NC(=O)NC1CCCCC1	-6
Cc1nc2sc(C(c3ccco3)N3CC(C)OC(C)C3)c(O)n2n1 (configuration not stated)	-1
CCCS(=O)(=O)NC(=O)C1(C)CCN(C(=O)c2ccc(C(F)(F)F)nc2C)C1 (configuration not stated)	-1
c1csc(-c2cn3c(n2)SCC3)c1	-5
O=C(CCCC(=O)OCC(=O)c1cccs1)Nc1ccc(Oc2ccccc2)cc1	-9
COC(=O)Cc1cc(=O)[nH]c(/N=C(\N)Nc2ccc(C)cc2C)n1	1
COc1ccc(S(=O)(=O)N2CCN(c3ccccc3OC)CC2)cc1OC	4
CCCCC(=O)Oc1ccccc1C1SCc2cc(C)c(C)cc2CS1	10
Cc1cc(C(=O)OCn2nnc3ccccc3c2=O)c(C)n1-c1ccccc1	-1
CCOc1cccc(OCCCOc2ccccc2)c1	-3
CCC(C(=O)NC(C)CCc1ccco1)n1nc(C)n2c(cc3occc32)c1=O (configuration not stated)	3
CC1CN(c2nn3c(=O)c4ccccc4nc3c3ccccc23)CC(C)O1 (configuration not stated)	-2
O=S(=O)(NCc1ccco1)N1CCCCCC1	3
Cc1ccnc(NC(=O)c2ccc(Cl)s2)c1	-3
COC(=O)Oc1ccc(/C=N/NC(=O)CN(c2ccccc2Cl)S(C)(=O)=O)cc1OC	-4
O=C(COc1ncnc2sccc12)N1CCN(S(=O)(=O)c2ccc(Cl)cc2)CC1	-29

Reprinted from the part before: 3 compounds; new compounds follow.
SMILES	miR-122 sensor
Cc1ccnc(NC(=O)c2ccc(Cl)s2)c1	-3
COC(=O)Oc1ccc(/C=N/NC(=O)CN(c2ccccc2Cl)S(C)(=O)=O)cc1OC	-4
O=C(COc1ncnc2sccc12)N1CCN(S(=O)(=O)c2ccc(Cl)cc2)CC1	-29
CC1CN(C(=O)COC(=O)c2cccs2)CC(C)O1 (configuration not stated)	-6
COc1ccccc1NC(=O)c1[nH]c(C)c(C(C)=O)c1C	8
Cc1cc(C)c(NC(=O)Cn2c(=O)n(Cc3ccco3)c(=O)c3ccccc32)c(C)c1	8
COc1ccccc1NC(=O)CC1COc2ccccc2O1 (configuration not stated)	3
CCOc1ccc(NC(=O)CN2CCN(CC(=O)Nc3ccc(C(=O)OC)cc3)CC2)cc1	4
COC(=O)c1ccc(NC(=O)c2cn(-c3ccccc3)nc2-c2ccncc2)cc1	10

Structural class, the entries above containing a tert-butyl group.
SMILES	miR-122 sensor
CC(C)(C)c1csc(NC(=O)c2ccc(Cl)s2)n1	-11
COC(=O)C(Cc1ccccc1)NC(=O)COc1ccc(C(C)(C)C)cc1 (configuration not stated)	3
CC(C)C(NC(=O)OCc1ccccc1)C(=O)NCC(=O)OC(C)(C)C (configuration not stated)	-10

Compound activity (PubChem BioAssay)
